Bioassay records from PubChem BioAssay.
PvdQ acylase – P. aeruginosa PvdQ acylase inhibition; purified PvdQ acylase, fluorescence plate reader; inhibition, % at 10 µM; actives 0.063% (n = 340,000); AID 488965; in the data active = inhibition above about 30%, passing the limit was not always enough;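 also: 0% = vehicle neutral wells and 100% = reference inhibitor wells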
DAGLB inhibitor – diacylglycerol lipase beta (human) inhibition; actives 0.059% (n = 340,000); inhibition, % at 5.17 µM; AID 504411; HEK293T DAGLB membrane lysate, EnzChek fluorogenic substrate; in the data active = inhibition above about 34%;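 also: 0% = enzyme with vehicle and 100% = wells lacking enzyme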
SR-BI DiI inh – mouse SR-BI HDL lipid transfer inhibition | Q61009 | ldlA[mSR-BI] CHO cells, DiI-HDL uptake fluorescence, 3 h | inhibition, % at 12.5 µM | actives 0.96% (n = 320,000) | AID 488896;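 active = mean replicate inhibition of at least 70% and a set share of replicates each scoring 70 or more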;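 also: 0% = median of neutral control wells and 100% = median of positive control wells; values of inactives mirror those of a sister screen read the other way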
RTF Ca sens inh – cardiac RTF calcium desensitization; P19429+P45379; IANBD-labeled cardiac RTF, Ca2+ fluorescence; inhibition, % at 7.15 µM; actives 0.12% (n = 340,000);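 active = inhibition above the mean inhibition of all tested compounds plus 3 SD, cut at about 17% in these data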;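 also: assay run at fixed EC70 calcium of 1.6 mM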
Keap1-Nrf2 PPI – disrupts human Keap1 binding to Nrf2 peptide | Q14145 | Keap1 Kelch-Nrf2 peptide fluorescence polarization, 1536-well | inhibition, % at 9.4 µM | actives 0.15% (n = 340,000); in the data active = inhibition above about 12%;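 also: human Keap1 Kelch domain with fluorescein labeled Nrf2 9mer peptide probe; 0% = neutral control wells and 100% = peptide positive control; higher means more block of Keap1 binding to Nrf2 peptide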
Target sequence (Q14145 whole entry, looked up, the tested form may be a part): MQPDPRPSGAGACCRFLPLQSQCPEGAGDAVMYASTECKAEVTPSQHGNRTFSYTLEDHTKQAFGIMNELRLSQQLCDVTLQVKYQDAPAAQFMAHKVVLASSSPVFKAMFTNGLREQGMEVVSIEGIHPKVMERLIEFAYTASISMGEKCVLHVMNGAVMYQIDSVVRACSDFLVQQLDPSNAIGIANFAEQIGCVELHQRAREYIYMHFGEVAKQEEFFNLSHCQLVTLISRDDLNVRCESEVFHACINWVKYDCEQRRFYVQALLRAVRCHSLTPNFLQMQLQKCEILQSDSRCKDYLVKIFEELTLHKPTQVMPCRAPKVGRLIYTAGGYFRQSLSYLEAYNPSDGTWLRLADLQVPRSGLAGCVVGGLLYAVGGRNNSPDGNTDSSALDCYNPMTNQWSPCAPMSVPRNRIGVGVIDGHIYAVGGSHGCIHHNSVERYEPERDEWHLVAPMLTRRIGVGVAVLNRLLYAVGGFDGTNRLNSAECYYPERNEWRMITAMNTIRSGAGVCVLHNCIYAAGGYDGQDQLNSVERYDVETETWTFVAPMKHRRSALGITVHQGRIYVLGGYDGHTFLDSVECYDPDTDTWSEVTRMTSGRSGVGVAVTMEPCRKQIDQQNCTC
C-LANA FP – inhibitors of KSHV LANA C-terminal domain DNA binding | MBP-C-LANA/FAM-LBS DNA binding, fluorescence polarization | inhibition, % at 9 µM | actives 0.078% (n = 340,000);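 active = highest replicate inhibition at or above 60% at 9 µM, even if other replicates fall short; inactive = all replicates below 60% inhibition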;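 also: 0% = neutral control wells and 100% = 4 µM acridine orange control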
SR-BI uptake up – enhances SR-BI lipid uptake from DiI-HDL. activation, % at 12.5 µM. actives 0.096% (n = 320,000). AID 504775. CHO ldlA[mSR-BI] cells, DiI-HDL uptake fluorescence, 3 h; 100 = double the neutral-control signal;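 active = mean replicate activation of at least 60% and every replicate at or above 60%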;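 also: 0% = median plate neutral-control signal and 100% = twice that signal; values of inactives mirror those of a sister screen read the other way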
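Test system: SR-BI-overexpressing, LDLR-lacking CHO cells. Measured by: DiI fluorescence, bottom read. Medium: Ham's F12 with 0.5% BSA, HEPES 25 mM, pH 7.4. Timing: 3 h uptake period with compound, 37 °C.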
NSD2 HMT inh – blocks human histone methyltransferase NSD2; NSD2 peptide methylation, AlphaScreen, 120 min; O96028; actives 0.54% (n = 310,000); inhibition, % at 12.5 µM; in the data active = inhibition above about 50%
PKA-R2B activ – activators of human PKA-R2B complex; activation, % at 11.4 µM; PKA-R2B holoenzyme dissociation, Cy5-IP20 fluorescence polarization; R2B truncated from residue 108, S112A mutant; 0% DMSO only, 100% 113 µM cGMP; AID 504700; P22694+P31323; actives 0.079% (n = 340,000);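 active = activation above a cutoff set at the mean over all compounds plus 3 SD, cut at about 18% in these data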;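 also: higher means more holoenzyme dissociation and a rise in polarization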
Target sequence (P31323 whole entry, looked up, other chains not shown, the tested form may be a part): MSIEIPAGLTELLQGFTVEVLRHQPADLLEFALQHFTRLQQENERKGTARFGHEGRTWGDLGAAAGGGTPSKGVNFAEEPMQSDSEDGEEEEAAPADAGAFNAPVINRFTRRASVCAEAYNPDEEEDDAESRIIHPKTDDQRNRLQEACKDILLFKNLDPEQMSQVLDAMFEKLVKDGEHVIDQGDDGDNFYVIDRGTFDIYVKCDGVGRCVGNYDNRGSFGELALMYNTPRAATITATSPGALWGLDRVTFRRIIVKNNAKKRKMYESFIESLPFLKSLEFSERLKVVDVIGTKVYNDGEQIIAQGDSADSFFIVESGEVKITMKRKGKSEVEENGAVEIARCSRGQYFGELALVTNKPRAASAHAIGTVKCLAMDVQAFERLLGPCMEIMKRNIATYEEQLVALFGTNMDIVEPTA
Arr AP2 block – inhibitors of human beta-arrestin and AP2 interaction. FITC-arrestin peptide / GST-AP2 beads, flow cytometry; AP2 beta2 appendage carries R879A mutation. inhibition, % at 10 µM. actives 0.31% (n = 340,000);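 active = inhibition above a set limit, near 3 SD of compounds lacking own fluorescence, cut at about 54% in these data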;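 also: plate controls were DMSO wells for no effect and 5 µM unlabelled arrestin peptide for full effect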
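Material – GST-tagged AP2 beta2-adaptin appendage (R879A) on 4 µm glutathione beads · Probe or stimulus – fluorescein-tagged arrestin peptide at 50 nM final · Timing – 12 min plus 1 h, RT · Detection – bead flow cytometry, FITC channel · Read-out basis – inhibition as reduced fluorescein signal on beads, percent · Medium – PBS plus Tween 20 (0.05%) and BSA (0.1%)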
* marks the source's active call; other numbers are inactive results; x = not tested or not shown.

SMILES	PvdQ acylase	DAGLB inhibitor	SR-BI DiI inh	RTF Ca sens inh	Keap1-Nrf2 PPI	C-LANA FP	SR-BI uptake up	NSD2 HMT inh	PKA-R2B activ	Arr AP2 block
Cc1cnc(CN(C)C(=O)C2CCC(=O)N(CCc3ccccc3)C2)[nH]1 (configuration not stated)	3	-1	-7	-6	-4	-0.6	7	2	4	-4
Cc1ccc(C(=O)COC(=O)C(C)N2C(=O)C3C4CCC(C4)C3C2=O)cc1 (configuration not stated)	-2	0	-19	1	2	-0.8	19	0	-5	-9
CC(=O)Nc1c(Nc2ccccc2)c2ccccc2oc1=O	7	x	-10	x	-4	2.1	10	-1	x	-15
COc1ccc2cc(/C=N/NC(=O)c3ccc(CN(c4ccc(C)c(C)c4)S(C)(=O)=O)cc3)c(Cl)nc2c1	6	-1	42	-7	1	1.1	-42	-3	-14	4
CC[C@@H](C(=O)n1nc(C)cc1C)[C@H](NS(=O)(=O)c1ccc(C)cc1)c1ccccc1	-14	-6	22	-6	-3	2.0	-22	1	8	1
COc1cccc2sc(Nc3nnc(-c4ccccc4Cl)o3)nc12	8	3	23	-1	2	1.4	-23	x	-19	10
O=S(=O)(c1ccccc1C(F)(F)F)N1CCOCC1	-5	-1	-12	-6	-1	-1.9	12	-2	-7	-1
O=S(=O)(c1cccc(-c2n[nH]c(=S)n2-c2ccccc2Cl)c1)N1CCOCC1	-5	0	-1	7	0	-0.2	1	0	1	-11
COc1ccc(NC(=O)Nc2cccc3c2O[C@H](CN(C)S(=O)(=O)c2ccc(F)cc2)[C@@H](C)CN([C@H](C)CO)C3=O)cc1	-18	-2	29	-21	-2	0.7	-29	x	-2	x
Cc1ccc(C(=O)OCN2C(=O)c3ccccc3C2=O)o1	-6	1	1	-3	-3	-5.5	-1	-5	-9	24
CC(=O)N[C@@H](Cc1c[nH]c2ccccc12)C(=O)OCc1cc(C(F)(F)F)cc(C(F)(F)F)c1	3	-2	22	-6	2	-1.8	-22	x	-9	6
O=C(NCc1ccc2c(c1)OCO2)C1CCN(S(=O)(=O)c2ccc(Br)s2)CC1	22	-3	12	-4	-4	0.1	-12	-1	-13	5
COC(=O)C(C)C1Sc2ccccc2NC1=O (configuration not stated)	-11	3	-7	-8	-8	-1.6	7	2	-13	2
CCOC(=O)COc1ccc(Cl)cc1C1NC(=O)NC(C)=C1C(C)=O (configuration not stated)	2	0	-22	1	-4	1.6	22	0	-12	9
O=C(NC(Cc1ccccc1)c1nc2ccccc2[nH]1)C1CC(=O)N(c2ccc3c(c2)OCCO3)C1 (configuration not stated)	-16	1	2	-6	-1	-0.9	-2	-9	1	-5
O=C(Nc1ccnn1C1CCN(Cc2ccccc2)CC1)C1CCOC1 (configuration not stated)	-10	2	-3	0	0	-0.1	3	5	-7	-6
CCOC(=O)N1CCc2c(sc3nc(SC(C)C)n(N)c(=O)c23)C1	-13	-3	-7	1	-8	-1.7	7	-1	-8	-4
Cc1cc(C(=O)NNC(=O)CCC2CCCCC2)c(C)o1	-17	-1	-5	-2	-2	0.2	5	0	8	-10
Cc1ccc(/C=C2\Oc3c(ccc(O)c3CN3CCN(CCO)CC3)C2=O)cc1	10	1	6	-38	-13	17	-6	0	1	11
O=C(NCc1ccco1)c1ccc(Br)s1	-10	-3	13	0	3	0.9	-13	3	-13	-2
CC(NC(=O)C(C)N1c2cccc3cccc(c23)S1(=O)=O)c1ccccc1 (configuration not stated)	-11	-3	0	4	-2	-0.5	0	-5	-21	-6
CSc1cccc(CN2CCN(Cc3ccc(F)c(F)c3)C(CCO)C2)c1 (configuration not stated)	-7	-1	1	0	-1	2.1	-1	5	3	38
CCC1CCCCN1C(=O)C1CC(c2cc(Cl)c(OC)cc2OC)=NO1 (configuration not stated)	-12	-1	60	-4	-5	-0.9	-60	-1	-3	3
Cc1ccccc1CNc1nc(N)n(-c2ccccc2)n1	-6	3	-7	-2	-1	-0.7	7	x	-3	2
O=C(O)c1c2c(nc3ccc(S(=O)(=O)N4CCC(C(=O)N5CCCCC5)CC4)cc13)CCCC2	-6	-1	-7	-19	1	4.1	7	x	-10	-2
COc1ccc(/C=N/NC(=O)Cn2nc([N+](=O)[O-])cc2C)c(OC)c1OC	-4	-2	23	-5	1	0.9	-23	-3	2	1
Cc1ccc(S(=O)(=O)N2CCCCC2)cc1NC(=O)CSc1nc(N)cc(=O)[nH]1	-3	-2	-2	0	-3	-0.3	2	11	-2	-9
CCOC(=O)Nc1sc(NS(=O)(=O)c2ccc(C)cc2)nc1C	3	1	-17	-2	-1	-0.8	17	1	-6	33
Cc1ccccc1NC(=O)COc1ccc(Br)cc1CNCCCO	-22	0	x	-20	-1	-1.3	x	-5	-2	2
O=C(CN1C(=O)/C(=C\c2cccc(Br)c2)Oc2ccccc21)NCC1CCCO1 (configuration not stated)	8	-2	23	-2	2	-1.0	-23	-8	-9	44

Part of the list above in a different format.
O=C(NCc1ccco1)c1ccc(Br)s1
  PvdQ acylase = -10	DAGLB inhibitor = -3	SR-BI DiI inh = 13	RTF Ca sens inh = 0	Keap1-Nrf2 PPI = 3	C-LANA FP = 0.9	SR-BI uptake up = -13	NSD2 HMT inh = 3	PKA-R2B activ = -13	Arr AP2 block = -2
CC(NC(=O)C(C)N1c2cccc3cccc(c23)S1(=O)=O)c1ccccc1 (configuration not stated)
  PvdQ acylase = -11	DAGLB inhibitor = -3	SR-BI DiI inh = 0	RTF Ca sens inh = 4	Keap1-Nrf2 PPI = -2	C-LANA FP = -0.5	SR-BI uptake up = 0	NSD2 HMT inh = -5	PKA-R2B activ = -21	Arr AP2 block = -6
CSc1cccc(CN2CCN(Cc3ccc(F)c(F)c3)C(CCO)C2)c1 (configuration not stated)
  PvdQ acylase = -7	DAGLB inhibitor = -1	SR-BI DiI inh = 1	RTF Ca sens inh = 0	Keap1-Nrf2 PPI = -1	C-LANA FP = 2.1	SR-BI uptake up = -1	NSD2 HMT inh = 5	PKA-R2B activ = 3	Arr AP2 block = 38

The results go on:
SMILES	PvdQ acylase	DAGLB inhibitor	SR-BI DiI inh	RTF Ca sens inh	Keap1-Nrf2 PPI	C-LANA FP	SR-BI uptake up	NSD2 HMT inh	PKA-R2B activ	Arr AP2 block
O=C(COC(=O)Cn1cnc2ccccc2c1=O)NCCC1=CCCCC1	0	0	-2	-17	0	0.9	2	0	3	5
O=C(CSc1nnc(NC(=O)c2ccccc2F)s1)NCc1ccc(F)cc1	-19	2	7	-4	2	-0.5	-7	-1	-1	-10
CCN(CC(=O)NCc1ccc(Cl)cc1)C(=O)CSc1cc(C)ccc1C	-14	-7	58	3	-3	-0.6	-58	-2	-15	8
CCCc1cc(C(=O)Nc2c(C)n(C)n(-c3ccccc3)c2=O)no1	13	-2	-18	0	0	0.3	18	x	-10	7
Cc1cc(C)n(-c2cc(N3CCN(S(=O)(=O)c4ccc5ccccc5c4)CC3)ccc2[N+](=O)[O-])n1	0	-5	-5	-6	-6	0.9	5	0	10	-4
O=C(CNC(=O)c1ccc(Br)o1)NNC(=O)c1n[nH]c(=O)c2ccccc12	8	0	-12	1	-3	0.1	12	-2	-10	6
CCOC(=O)c1c(NC(=O)COC(=O)c2cnccn2)sc(C)c1C	-5	-6	-27	-3	-2	-1.0	27	8	-7	20
O=C(NNC(=O)c1ccc(S(=O)(=O)N2CCCCC2)cc1)c1ccc(F)cc1	-10	-1	-8	-12	2	0.3	8	3	-8	15
CC(=O)N(c1ccc(C)cc1)C1C=CS(=O)(=O)C1 (configuration not stated)	-17	1	12	-6	-2	-1.4	-12	x	-8	-2
Cc1ccc2c(c1)N(CCC(=O)NCc1ccccn1)C(=O)CO2	-17	0	8	-5	-3	0.4	-8	7	-14	2
COc1ccc(N2CCN(C(CNC(C)=O)c3ccco3)CC2)cc1 (configuration not stated)	-3	3	x	-12	-4	0.3	x	1	6	12
Cc1c(Cc2ccccc2)sc(NC(=O)C(C)(C)C)c1C(N)=O	9	0	x	-22	2	-1.2	x	-3	-4	23
O=C(O)c1ccc2c(c1)ncn2C1CCCCCC1	-13	-2	-7	-9	0	0.4	7	2	1	-4
O=C(NN1C(=O)c2ccccc2NC1c1ccc([N+](=O)[O-])o1)c1ccc([N+](=O)[O-])cc1 (configuration not stated)	-15	1	4	-4	-2	0.7	-4	0	-6	-21
Cc1ccc(Cc2cc(-c3ccc(C)cc3)n[nH]c2=O)cc1	4	x	-3	x	-3	-0.5	3	-2	x	48
COc1ccc(Cl)cc1C=CC=NNC(=O)c1ccncc1	-9	2	70	5	-1	1.2	-70	-1	-6	-3
CNc1nc2c(C)cccn2c(=O)c1C=NCc1ccccc1	-5	0	-8	-9	-3	0.4	8	7	-7	-12
Cc1ccc(NC(=O)c2ccc(CSc3nnc(C)s3)cc2)c(C)c1	-6	1	x	7	-2	-1.2	x	0	-2	-2
COc1ccc(Cl)cc1NC(=O)CCN1CCN(Cc2ccccc2)CC1	1	-1	-9	2	-6	1.2	9	1	-4	-4
COCc1cc(=O)c2ccccc2o1	-12	1	-1	4	-4	-4.9	1	x	-3	-4
COc1ccc(CNC(=O)C(C)OC(=O)CO/N=C(\C)c2ccc3c(c2)OCO3)cc1 (configuration not stated)	8	1	9	-19	-1	0.3	-9	-2	5	24
CCN(CCCNC(=O)c1nn(C)c2c1CS(=O)(=O)c1ccccc1-2)Cc1ccccc1	6	-4	18	-5	-3	-0.8	-18	8	-3	32
CCOC(=O)C(=CNc1cc(Cl)c(-c2ccco2)c(Cl)c1)C(=O)OCC	-7	-15	46	-9	0	-17	-46	9	-6	7
COc1cc(/C=C2\SC(=S)N(NC(C)=O)C2=O)ccc1OC(=O)c1ccco1	-15	7	9	-11	-2	0.4	-9	5	-11	-1
CCN(CC)C(=O)C1CCN(C(=O)c2oc3ccc(C)cc3c2C)CC1	12	0	10	-1	6	-2.1	-10	-1	-5	42
Clc1cccc(-c2nc(NCc3cccnc3)c3ccccc3n2)c1	-10	-3	23	-2	-3	0.8	-23	-1	-2	-1
COc1ccccc1Nc1nc(N)nc(CSC(=S)N2CCCCC2)n1	6	-4	-2	0	-3	0.1	2	3	-7	5
CN(C)S(=O)(=O)c1cccc(NC(=S)NNC(=O)c2cc3ccccc3cc2O)c1	0	12	42	-1	-3	2.8	-42	7	-5	-2

Shown with bars between the fields: entries from further up.
SMILES | PvdQ acylase | DAGLB inhibitor | SR-BI DiI inh | RTF Ca sens inh | Keap1-Nrf2 PPI | C-LANA FP | SR-BI uptake up | NSD2 HMT inh | PKA-R2B activ | Arr AP2 block
COc1ccc(Cl)cc1C=CC=NNC(=O)c1ccncc1 | -9 | 2 | 70 | 5 | -1 | 1.2 | -70 | -1 | -6 | -3
O=C(O)c1ccc2c(c1)ncn2C1CCCCCC1 | -13 | -2 | -7 | -9 | 0 | 0.4 | 7 | 2 | 1 | -4
